MCL1-BIM inh = inhibitors of human MCL1 binding to BIM-BH3 peptide; Q07820; GST-MCL1 / FITC-Bim-BH3 fluorescence polarization; inhibition, % at 10.9 µM; hit rate 0.68% among 320,000;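 active = inhibition above the mean inhibition of all tested compounds plus 3 SD, set per campaign, cut at about 40% in these data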;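 also: 0% = DMSO wells and 100% = unlabeled Bim-BH3 peptide control; higher means more loss of mP so more displacement of Bim peptide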
Target sequence (Q07820 whole entry, looked up): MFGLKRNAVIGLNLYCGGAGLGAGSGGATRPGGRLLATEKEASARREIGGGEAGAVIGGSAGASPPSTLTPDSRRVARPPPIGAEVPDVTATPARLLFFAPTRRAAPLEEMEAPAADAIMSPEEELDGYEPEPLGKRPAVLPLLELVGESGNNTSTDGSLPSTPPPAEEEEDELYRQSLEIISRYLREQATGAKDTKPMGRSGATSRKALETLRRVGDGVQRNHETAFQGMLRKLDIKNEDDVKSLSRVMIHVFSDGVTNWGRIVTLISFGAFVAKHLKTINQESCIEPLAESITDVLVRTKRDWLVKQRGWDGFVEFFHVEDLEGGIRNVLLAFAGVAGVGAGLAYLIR
BCLXL inh = blocks human Bcl-xL binding to Bim BH3 peptide; Q07817; GST-Bcl-xL / FITC-Bim BH3 peptide fluorescence polarization; inhibition, % at 10.9 µM; hit rate 0.7% among 320,000; AID 2129;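 active = inhibition above the mean of all tested compounds plus 3 SD, cutoff set per campaign, cut at about 30% in these data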;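 also: 0% = DMSO wells and 100% = unlabeled Bim-BH3 peptide competitor; inhibitors lower millipolarization by displacing the labeled peptide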
Target sequence (Q07817 whole entry, looked up): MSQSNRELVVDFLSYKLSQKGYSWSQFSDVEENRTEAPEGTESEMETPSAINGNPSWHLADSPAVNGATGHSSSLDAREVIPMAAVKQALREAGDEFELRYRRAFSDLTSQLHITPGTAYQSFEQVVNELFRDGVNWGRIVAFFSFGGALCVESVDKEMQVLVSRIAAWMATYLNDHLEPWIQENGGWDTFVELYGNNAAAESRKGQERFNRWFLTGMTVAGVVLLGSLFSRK
TPT1 inh = blocks Candida albicans tRNA 2'-phosphotransferase; recombinant caTPT1, FP RNA substrate dephosphorylation; inhibition, % at 5 µM; hit rate 0.81% among 300,000; AID 1962;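 active = inhibition above the mean of all tested compounds plus 3 SD, set per screening campaign, cut at about 24% in these data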;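 also: plate controls were DMSO alone for no effect and ferristatin control at 100 nM for full effect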
PME-1 primary = PME-1 (human) inhibition. Q9Y570. recombinant PME-1, FP-Rh probe fluorescence polarization. inhibition, % at 5.9 µM. hit rate 0.53% among 320,000;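 active = inhibition above the campaign mean of all compounds plus 3 SD, cut at about 26% in these data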;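 also: competitive labeling of PME-1 active site by serine hydrolase directed probe; 0% = PME-1 with DMSO and 100% = wells lacking PME-1 enzyme; inhibitors block probe labeling so polarization falls and inhibition rises; many of its hits are not listed in these tables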
GLD-1 TGE inh = GLD-1-TGE RNA interaction inhibition (C. elegans) | purified GLD-1 + fluorescein TGE RNA, fluorescence polarization | inhibition, % at 5.96 µM | hit rate 0.44% among 320,000 | Q17339;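 active = percent inhibition above a per-plate cutoff, the plate mean of test compounds plus 3 SD, cut at about 30% in these data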;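 also: 0% = DMSO wells with GLD-1 and probe and 100% = wells lacking GLD-1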
Fam108B counter = counter-screen for RBBP9 inhibitors: inhibitors of mouse Fam108B; recombinant Fam108B, FP-Rh probe fluorescence polarization; inhibition, % at 9.51 µM; hit rate 0.33% among 300,000;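 active = inhibition above the screen mean inhibition plus 3 SD, computed separately per campaign, cut at about 18% in these data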;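 also: inhibitors lower polarization as less probe binds the enzyme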
PAD4 inh = blocks human protein arginine deiminase 4; hit rate 0.41% among 330,000; recombinant PAD4, RCA probe fluorescence polarization; Q9UM07; inhibition, % at 6.36 µM;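 active = percent inhibition above a cutoff equal to the mean of all tested compounds plus 3 SD, cut at about 15% in these data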;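 also: 0% = PAD4 with RCA probe and DMSO and 100% = probe without PAD4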
GSTO1 counter = GSTO1 inhibition, counter-screen for RBBP9 inhibitors; hit rate 1.1% among 300,000; P78417; inhibition, % at 5.96 µM; recombinant GSTO1, activity-based probe fluorescence polarization;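 active = inhibition above the campaign mean inhibition plus 3 SD, cut at about 35% in these data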;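 also: 0% = GSTO1-1 with DMSO and 100% = wells lacking GSTO1-1 enzyme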
Target sequence (P78417 whole entry, looked up): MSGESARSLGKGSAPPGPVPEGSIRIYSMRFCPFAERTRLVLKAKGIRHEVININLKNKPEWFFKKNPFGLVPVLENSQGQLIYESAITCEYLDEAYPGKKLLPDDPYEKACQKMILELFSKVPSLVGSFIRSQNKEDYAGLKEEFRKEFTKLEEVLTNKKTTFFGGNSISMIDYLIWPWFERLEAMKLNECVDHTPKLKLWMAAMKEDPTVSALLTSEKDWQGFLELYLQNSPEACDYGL
MEX-5 binding = C. elegans MEX-5 TCR-2 RNA binding activity; Q9XUB2; MEX-5/FITC-TCR2 RNA binding, fluorescence polarization; stronger effect = lower value; activity score (negative = inhibition of binding), % at 10 µM; hit rate 0.38% among 300,000;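 active = inhibition past about -25% in most replicates, and total fluorescence under double the plate's negative control median, limit read from the data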;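 also: 0% = DMSO and -100% = 5 µM competing unlabeled TCR2 RNA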
* = called active by the depositor; nt = no result given; + = active, no number.

1) CC(C)CC(=O)N=C1SC2CS(=O)(=O)CC2N1Cc1ccccc1 (configuration not stated)
2) O=c1o[nH]c(-c2ccccc2)c1-c1ccccc1
3) CCOc1ccc(NC(=O)NC2CCCc3ccccc32)cc1 (configuration not stated)
4) N#CCC(=O)Nc1ccc(C(=O)OCC(=O)c2ccc3c(c2)OCO3)cc1
5) COc1ccc(S(=O)(=O)N2CCN(C3CC4CCC3C4)CC2)cc1 (configuration not stated)
6) Fc1ccc(-c2cc(C(F)(F)F)nc(NCC3CCCO3)n2)cc1 (configuration not stated)
7) CC1(C)CC(=O)C(N=Nc2cc3c(cc2[N+](=O)[O-])OCCO3)=C(O)C1
8) CCCCN(C(=O)c1cc2ccccc2o1)c1c(N)n(CCC)c(=O)[nH]c1=O
Screen / compound no.	1	2	3	4	5	6	7	8
MCL1-BIM inh	-3	3	2	-7	3	-2	-2	-7
BCLXL inh	-1	5	6	-3	3	0	-1	0
TPT1 inh	-5	1	-2	2	-3	0	8	-2
PME-1 primary	7	0	7	6	3	-3	4	-3
GLD-1 TGE inh	-2	0	6	-15	8	1	-6	6
Fam108B counter	-2	-1	-3	-1	4	-8	-6	1
PAD4 inh	-3	-10	-1	-24	0	3	5	-2
GSTO1 counter	-5	-10	6	-107	5	7	-3	3
MEX-5 binding	1.0	4.2	3.0	-0.1	-1.5	-1.5	-1.2	0.1

Screen by screen, as entered above:
Entries 1–8 in MEX-5 binding read 1.0, 4.2, 3.0, -0.1, -1.5, -1.5, -1.2, 0.1

Carrying on:
9) O=C(c1nc2ncccn2n1)N1CCN(c2ccccc2)CC1
10) Nc1ccc2oc(-c3cc(Br)ccc3Cl)nc2c1
11) CCc1ccc(CN2CCC(N3CCC(C(=O)N4CCCC4)CC3)CC2)o1
12) CCn1cc(C(=O)O)c(=O)c2cc(F)c(N3CCN(S(=O)(=O)c4ccc(Br)cc4)CC3)cc21
13) CCC1CCC(C(=O)NC(C(=O)Nc2ccc3c(c2)OCCO3)C(C)C)CC1 (configuration not stated)
14) Cc1ccc(S(=O)(=O)NCc2ccc(C(=O)N3CCN(c4ccccc4)CC3)cc2)cc1
15) Cc1ccc(C)c(S(=O)(=O)N2C(=S)NC(=O)C2C(C)C)c1 (configuration not stated)
16) CC1CCCCC1NC(=O)Cn1nc(-c2ccccc2)ccc1=O (configuration not stated)
Screen / compound no.	9	10	11	12	13	14	15	16
MCL1-BIM inh	7	2	2	2	-3	7	3	-6
BCLXL inh	0	6	4	4	1	8	8	1
TPT1 inh	-9	3	0	1	-1	-2	-2	1
PME-1 primary	1	28*	-3	3	1	0	-4	-1
GLD-1 TGE inh	1	2	-7	6	1	4	9	-1
Fam108B counter	-4	5	2	-4	-2	0	-3	1
PAD4 inh	-8	-1	0	-4	-6	4	-1	-3
GSTO1 counter	-9	3	3	0	1	3	-3	3
MEX-5 binding	0.9	1.9	3.6	-0.9	2.6	-0.4	-0.1	-0.8

Record cards, from the list above:
O=C(c1nc2ncccn2n1)N1CCN(c2ccccc2)CC1 as listed: MCL1-BIM inh: 7; BCLXL inh: 0; TPT1 inh: -9; PME-1 primary: 1; GLD-1 TGE inh: 1; Fam108B counter: -4; PAD4 inh: -8; GSTO1 counter: -9; MEX-5 binding: 0.9
Cc1ccc(C)c(S(=O)(=O)N2C(=S)NC(=O)C2C(C)C)c1 (configuration not stated) as listed: MCL1-BIM inh: 3; BCLXL inh: 8; TPT1 inh: -2; PME-1 primary: -4; GLD-1 TGE inh: 9; Fam108B counter: -3; PAD4 inh: -1; GSTO1 counter: -3; MEX-5 binding: -0.1
CCn1cc(C(=O)O)c(=O)c2cc(F)c(N3CCN(S(=O)(=O)c4ccc(Br)cc4)CC3)cc21 as listed: MCL1-BIM inh: 2; BCLXL inh: 4; TPT1 inh: 1; PME-1 primary: 3; GLD-1 TGE inh: 6; Fam108B counter: -4; PAD4 inh: -4; GSTO1 counter: 0; MEX-5 binding: -0.9

Four entries out of the list above, ordered by the value under MEX-5 binding, rising.
nr	canonical_smiles	MCL1-BIM inh	BCLXL inh	TPT1 inh	PME-1 primary	GLD-1 TGE inh	PAD4 inh	MEX-5 binding
16	CC1CCCCC1NC(=O)Cn1nc(-c2ccccc2)ccc1=O (configuration not stated)	-6	1	1	-1	-1	-3	-0.8
9	O=C(c1nc2ncccn2n1)N1CCN(c2ccccc2)CC1	7	0	-9	1	1	-8	0.9
10	Nc1ccc2oc(-c3cc(Br)ccc3Cl)nc2c1	2	6	3	28*	2	-1	1.9
11	CCc1ccc(CN2CCC(N3CCC(C(=O)N4CCCC4)CC3)CC2)o1	2	4	0	-3	-7	0	3.6

Further compounds
17) CC(=O)Nc1ccc(Oc2ccc3nc(C)[nH]c3c2)cc1
18) Cc1[nH]c2ccccc2c1C(=O)CN1CCN(C/C=C/c2ccccc2)CC1
19) O=C(NC(n1ccc(=O)[nH]c1=O)C(Cl)(Cl)Cl)C12CC3CC(CC(C3)C1)C2 (configuration not stated)
20) CC(C)C(=O)Nc1ccc([N+](=O)[O-])cc1Br
21) COc1cccc(C2c3[nH]c4ccccc4c3C[C@H]3C(=O)N(C)CC(=O)N23)c1 (some centres not stated)
22) COC(=O)c1cc(NS(=O)(=O)c2cccc(Cl)c2)ccc1N1CCOCC1
23) Cc1cc([N+](=O)[O-])nn1CCCC(=O)NCc1ccccc1
24) C=CCNC(=O)Nc1ccc(Br)cc1Cl
Screen / compound no.	17	18	19	20	21	22	23	24
MCL1-BIM inh	3	-7	2	-13	-1	2	-1	-14
BCLXL inh	-2	1	1	-16	4	1	-1	-4
TPT1 inh	-3	-3	-2	22	2	2	-2	-2
PME-1 primary	-5	0	0	2	-5	-2	5	0
GLD-1 TGE inh	0	1	2	-6	4	5	-6	0
Fam108B counter	-10	2	-3	2	4	-5	-1	1
PAD4 inh	0	-4	-6	-3	-2	1	-2	5
GSTO1 counter	-1	1	15	-2	-1	8	-1	2
MEX-5 binding	4.7	-10	-0.6	0.5	-1.1	-0.2	0.3	2.0

25) CC1=CCC2C(=O)N(Cc3ccccc3)C(=O)C2C1 (configuration not stated)
26) O=C(c1ccc(Br)cc1)N1CCCc2ccccc21
27) Cc1ccc(C(OCC(C)(C)C[N+](C)(C)C)c2ccccc2)cc1 (configuration not stated)
28) COc1ccc(-c2nnc(NC(=O)C(C)C)s2)c(OC)c1
29) O=C(O)C/C(=C\c1ccc(N2CCOCC2)c([N+](=O)[O-])c1)c1nc2ccccc2s1
30) COc1ccc(NC(=O)c2ccccc2O)c(OC)c1
31) O=[N+]([O-])c1nn(-c2ccc3c(c2)OCCO3)n(O)c1=NC1CCCC1
32) Cn1c(-c2ccc(C(=O)c3ccccc3)s2)nc2ccccc21
Screen / compound no.	25	26	27	28	29	30	31	32
MCL1-BIM inh	-5	-4	-16	2	14	6	8	-4
BCLXL inh	1	3	-4	-3	15	4	3	2
TPT1 inh	1	0	-4	0	0	0	-3	2
PME-1 primary	3	1	-4	-4	-2	2	6	3
GLD-1 TGE inh	-1	7	-1	1	5	2	5	-5
Fam108B counter	7	5	1	-5	5	1	1	-1
PAD4 inh	0	3	-4	3	-8	3	-1	-1
GSTO1 counter	-2	2	1	-2	1	1	6	-6
MEX-5 binding	-0.9	-0.6	-1.4	0.2	-0.5	1.1	1.5	-0.3

33) Cc1nc(N=Nc2ccc(O)cc2)n[nH]1
34) Cn1c(=O)c(N)c2c3c(c(Br)ccc31)C(=O)c1ccccc1-2
35) CN(C)C(=O)CSc1nnc([C@H](Cc2c[nH]c3ccccc23)NC(=O)OC(C)(C)C)o1
36) O=C(OCc1ccc(COC(=O)c2ccc(O)cc2)cc1)c1ccc(O)cc1
37) COc1ccc(C)cc1NC(=O)c1nnn(Cc2cc(C)ccc2C)c1N
38) O=C(O)Cc1cn(Cc2ccc(F)cc2)c2ccccc12
39) CCn1nc(C)cc1C(=O)NC1CCCc2c1cnn2-c1ccc(C)c(C)c1 (configuration not stated)
40) Fc1ccccc1Cn1cnc(NC(=S)NCCc2ccccc2)n1
Screen / compound no.	33	34	35	36	37	38	39	40
MCL1-BIM inh	1	+	6	-5	-1	1	9	-1
BCLXL inh	1	+	4	1	3	1	3	-2
TPT1 inh	-4	-74	-1	1	0	3	-2	0
PME-1 primary	-4	37*	13	-20	-21	10	-3	0
GLD-1 TGE inh	-4	+	-3	1	2	3	-1	-5
Fam108B counter	3	29*	-4	11	-21	2	1	5
PAD4 inh	-12	106*	-1	-1	3	0	-1	-1
GSTO1 counter	-2	29	2	-23	6	6	3	-2
MEX-5 binding	-29*	-39*	-3.6	-1.9	1.4	-0.7	-0.9	0.7

41) CC(Oc1ccc2c(=O)c(-c3ccc(Cl)cc3)c(C(F)(F)F)oc2c1)C(=O)O (configuration not stated)
42) COc1ccc(/C=C2\Sc3ccc(C(=O)N4CCN(Cc5ccccc5)CC4)cc3N(C)C2=O)cc1OC
43) Cc1ccnc(NS(=O)(=O)c2ccc(N=CC3=C(O)CC(C)(C)CC3=O)cc2)n1
44) Cc1cccc(C)c1NC(=O)c1ccc(CN2CCc3ccccc3C2)cc1
45) N#CCSc1ccccc1NC(=O)COc1ccc(-c2nnco2)cc1
46) O=S(=O)(c1cc(Cl)ccc1Cl)N1CCN(Cc2ccco2)CC1
47) CC1CCN(c2ccc(C(=O)NCc3ccc4c(c3)OCO4)cc2[N+](=O)[O-])CC1
48) O=C1CC(c2ccc(S(=O)(=O)NC3CC3)cc2)CN1 (configuration not stated)
Screen / compound no.	41	42	43	44	45	46	47	48
MCL1-BIM inh	-6	5	0	1	-20	-2	9	-4
BCLXL inh	3	3	0	3	1	2	8	-5
TPT1 inh	-1	-1	11	-2	nt	1	-5	-2
PME-1 primary	3	42*	0	-3	7	5	-2	1
GLD-1 TGE inh	-2	10	-5	0	-24	-4	1	-6
Fam108B counter	1	-2	-2	-1	nt	1	1	0
PAD4 inh	-2	4	5	-2	7	-1	-2	0
GSTO1 counter	-7	-80	-5	6	nt	2	-5	-3
MEX-5 binding	nt	0.9	-4.3	0.6	nt	-1.0	-2.4	-3.6

High-throughput results as filed in PubChem.

A portion of the library; the hit share may differ from the screen's.
